# Assay outcomes: PubChem, several laboratories
# MITF act = MITF TRPM1 promoter activation in melanoma cells; SK-MEL-5 TRPM1-promoter luciferase, 24 h; % of positive control, neutral wells = 0; activation, % at 12.5 µM; actives 0.75% (n = 300,000); AID 588334;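 active = mean activation of at least 80% with every replicate also reaching 80%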;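 note: 0% = neutral control wells and 100% = parthenolide positive control wells; values of inactives mirror those of a sister screen read the other way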
# Wnt bcat act = activates Wnt/beta-catenin signaling in a reporter cell assay; activation, % at 9.35 µM; actives 1.2% (n = 300,000); AID 743398; activator, plate reader; in the data active = activation above about 30%, passing the limit was not always enough;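 note: 0% = neutral control wells and 100% = positive control wells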
# Tat transport = E. coli Tat transport inhibition; E. coli MC4100 TorA-mCherry Tat export, fluorescence; inhibition, % at 10 µM; actives 0.036% (n = 340,000); AID 488895;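 active = mean replicate inhibition at least 50% and at least half of replicates individually reaching 50%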;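 note: exported cargo escapes ClpAP degradation while cytoplasmic cargo is degraded and loses fluorescence; 0% = median of neutral control wells and 100% = median of NaSCN control wells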
# Rtt109 HAT inh = blocks Candida albicans Rtt109/Vps75 acetyltransferase activity; Q5AAJ8; purified Rtt109/Vps75, ThioGlo CoA-SH fluorescence, 4 h; inhibition, % at 34.9 µM; actives 0.16% (n = 330,000); AID 540336;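 active = inhibition of at least 50% in every replicate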
# Target sequence (Q5AAJ8 whole entry, looked up): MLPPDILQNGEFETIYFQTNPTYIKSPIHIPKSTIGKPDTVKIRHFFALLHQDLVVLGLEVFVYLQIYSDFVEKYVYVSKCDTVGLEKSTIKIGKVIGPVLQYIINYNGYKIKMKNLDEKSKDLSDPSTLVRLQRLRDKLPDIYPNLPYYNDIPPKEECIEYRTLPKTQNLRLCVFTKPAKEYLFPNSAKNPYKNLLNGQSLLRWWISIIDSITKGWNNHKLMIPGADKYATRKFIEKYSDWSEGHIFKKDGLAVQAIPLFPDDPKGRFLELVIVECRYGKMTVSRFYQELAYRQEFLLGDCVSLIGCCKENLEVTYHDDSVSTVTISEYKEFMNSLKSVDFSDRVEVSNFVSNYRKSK
# dFosB act = mouse delta FosB homodimer activation; P13346; purified delta FosB, TAMRA-CDK5 oligo fluorescence polarization; percent of positive-control signal above neutral wells; activation, % at 25 µM; actives 0.99% (n = 340,000); AID 493131;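 active = mean activation above about 17%, with every replicate also reaching it, limit read from the data, passing the limit was not always enough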;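 note: fluorescence polarization rise as delta FosB binds a TAMRA Cdk5 AP-1 oligo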
# Target sequence (P13346 whole entry, looked up): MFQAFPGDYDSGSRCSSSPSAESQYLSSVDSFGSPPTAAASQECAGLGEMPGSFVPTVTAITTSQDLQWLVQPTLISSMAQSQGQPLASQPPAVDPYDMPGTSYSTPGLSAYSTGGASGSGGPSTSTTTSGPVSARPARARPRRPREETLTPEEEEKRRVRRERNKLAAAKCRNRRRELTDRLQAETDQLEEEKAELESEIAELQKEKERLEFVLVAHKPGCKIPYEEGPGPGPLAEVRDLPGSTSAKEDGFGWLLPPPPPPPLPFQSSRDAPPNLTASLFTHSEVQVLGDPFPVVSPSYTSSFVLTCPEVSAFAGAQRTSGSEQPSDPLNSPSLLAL
# V-ATPase pHluor = regulators of yeast V-ATPase proton transport; AID 504577; actives 0.37% (n = 350,000); S. cerevisiae, pHLuorin cytosolic pH fluorescence; response, % at 10 µM; in the data active = response mostly above about 7.3%, no sharp cut-off; inactive = mostly below about 5.4%; note: actives read high; inactives centre near 0; some compounds called inactive have numbers as strong as hits
# RTF Ca sens act = increases calcium sensitivity of human cardiac regulated thin filaments; IANBD-labeled TnC RTF fluorescence at EC20 calcium; 0% EC20 calcium, 100% full calcium; activation, % at 7.2 µM; actives 0.24% (n = 340,000); AID 493008;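 active = activation above the mean over all tested compounds plus 3 SD, cut at about 30% in these data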;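 note: rise in fluorescence read as greater calcium sensitivity of cardiac thin filaments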
# CDK5 p35 inh = inhibitors of human CDK5/p35 kinase; Q00535+Q15078; Recombinant CDK5/p35, ADP-Glo luminescence, 60 min; inhibition, % at 10 µM; actives 0.01% (n = 330,000); AID 488839;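 active = highest replicate inhibition of at least 50% and at least 75% of replicates reaching 50%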;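 note: plate controls were DMSO neutral control for no effect and GW8510 at 10 µM for full effect; many of its hits are not listed in these tables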
# CAL PDZ FP-1 = human CAL PDZ-peptide interaction inhibition | purified CAL PDZ, TMR-peptide fluorescence polarization, 1 h | Q9HD26 | actives 0.02% (n = 330,000) | AID 504414 | inhibition, % at 20 µM;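 active = highest replicate inhibition of at least 40%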;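 note: plate controls were DMSO neutral control wells for no effect and unlabeled competitor peptide control wells for full effect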
#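 material = purified tagged CAL PDZ domain construct (CerCALP) | buffer or medium = sodium phosphate/NaCl buffer pH 7.4 with TCEP, IgG, Thesit | reagent = TMR-labelled reporter peptide T*-PRC34 bound in PDZ groove | incubation = 1 h room-temperature incubation prior to read | measured by = fluorescence polarization (mP) | evaluation = percent inhibition from loss of millipolarization | control set = unlabelled peptide and DMSO controls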
# CAL PDZ FP-2 = inhibitors of human CAL PDZ peptide binding | actives 0.92% (n = 300,000) | AID 602252 | inhibition, % at 24.9 µM | purified CAL PDZ, TMR-peptide fluorescence polarization, 1 h | Q9HD26;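 active = mean inhibition of at least 30% with at least half of replicates also reaching 30%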;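 note: 0% = DMSO neutral control and 100% = excess unlabeled competitor peptide PRC23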
# * = called active by the depositor; / = not tested or not shown.
# Start of the data: the first 4 records as a preview:
# Assay codes – A = MITF act; B = Wnt bcat act; C = Tat transport; D = Rtt109 HAT inh; E = dFosB act; F = V-ATPase pHluor; G = RTF Ca sens act; H = CDK5 p35 inh; I = CAL PDZ FP-1; J = CAL PDZ FP-2
CC(=O)Nc1ccc(N=Cc2c(O)c3ccccc3oc2=O)cc1
  A: -5	B: 1	C: -2	D: -18	E: 2	F: -77	G: -1	H: 0.3	I: -0.3	J: -5
O=c1cc(-c2ccsc2)oc2ccccc12
  A: 60	B: 19	C: -3	D: -5	E: -9	F: -1	G: 1	H: -1.8	I: -1.8	J: -1
COc1ccc(S(=O)(=O)n2cnc3cc(C)c(C)cc32)cc1
  A: -4	B: /	C: 2	D: -15	E: 6	F: -1	G: 0	H: 1.1	I: 0.2	J: -1
CSc1nc(N)nc2c1ncn2CC(=O)NCc1ccccc1
  A: -1	B: -3	C: -6	D: 0	E: 7	F: 2	G: 0	H: -2.0	I: -0.8	J: -2

# All compounds of this part, from the start:
# Assay codes – A = MITF act; B = Wnt bcat act; C = Tat transport; D = Rtt109 HAT inh; E = dFosB act; F = V-ATPase pHluor; G = RTF Ca sens act; H = CDK5 p35 inh; I = CAL PDZ FP-1; J = CAL PDZ FP-2
CC(=O)Nc1ccc(N=Cc2c(O)c3ccccc3oc2=O)cc1
  A: -5	B: 1	C: -2	D: -18	E: 2	F: -77	G: -1	H: 0.3	I: -0.3	J: -5
O=c1cc(-c2ccsc2)oc2ccccc12
  A: 60	B: 19	C: -3	D: -5	E: -9	F: -1	G: 1	H: -1.8	I: -1.8	J: -1
COc1ccc(S(=O)(=O)n2cnc3cc(C)c(C)cc32)cc1
  A: -4	B: /	C: 2	D: -15	E: 6	F: -1	G: 0	H: 1.1	I: 0.2	J: -1
CSc1nc(N)nc2c1ncn2CC(=O)NCc1ccccc1
  A: -1	B: -3	C: -6	D: 0	E: 7	F: 2	G: 0	H: -2.0	I: -0.8	J: -2
CC1CN(S(=O)(=O)c2cccc(C(=O)N(CCc3ccccc3)Cc3ccccc3)c2)CC(C)O1 (stereo unspecified)
  A: -6	B: /	C: 11	D: 10	E: -11	F: 2	G: -6	H: 0.1	I: -2.3	J: -5
O=C(NCCCc1ccccc1)c1ccncc1
  A: /	B: 0	C: -6	D: -11	E: -11	F: /	G: 9	H: 1.4	I: -0.9	J: -1
Cc1ccc(NC(=O)CNCc2cccs2)c(Br)c1
  A: 32	B: 6	C: 31	D: 4	E: -6	F: -4	G: 9	H: -8.3	I: -4.4	J: -1
Cc1cc(OCC(=O)NCc2ccncc2)ccc1Cl
  A: 5	B: -2	C: -5	D: 3	E: -2	F: 2	G: 3	H: 0.2	I: -2.7	J: 1
CSc1nnc(-c2cc3c(s2)-c2ccccc2CC3)o1
  A: 36	B: /	C: 0	D: -3	E: -6	F: -2	G: -3	H: 0.1	I: -2.0	J: 1
CCCN(CC(=O)Nc1ccc(C(N)=O)cc1)CC(=O)Nc1cc(Cl)ccc1Cl
  A: -4	B: -9	C: -5	D: 13	E: -7	F: -2	G: 1	H: -0.2	I: -1.2	J: 1
O=C1Cc2cccc3cccc1c23
  A: -11	B: /	C: -9	D: 0	E: 2	F: 1	G: -3	H: 1.2	I: -1.6	J: -8
COc1ccc(S(=O)(=O)N(CC(=O)N2CCOCC2)c2ccc(F)cc2)cc1OC
  A: 11	B: -1	C: -8	D: 1	E: -2	F: -2	G: -6	H: 0.1	I: -3.3	J: -8
COc1ccc(C2C(O)C(c3c[nH]c4ccccc34)=NN2C(=O)CCl)cc1 (stereo unspecified)
  A: -98	B: -11	C: -5	D: 21	E: -8	F: -4	G: -6	H: 0.1	I: 0.0	J: -5
CSCCC(NC(=O)c1ccccc1)C(=O)O (stereo unspecified)
  A: -8	B: 1	C: -2	D: /	E: -2	F: 2	G: 9	H: -0.1	I: -0.9	J: 1
CCn1c(COc2ccc3c(c2)CCCC3)nnc1SCC(=O)Nc1nccs1
  A: 22	B: -4	C: 6	D: -2	E: 3	F: -1	G: 2	H: -0.9	I: -0.3	J: -9
CCn1c(SCC(=O)Nc2cccc(C)c2)nc2nc3c(cc2c1=O)COC(C)(C)C3
  A: -4	B: 1	C: -6	D: -7	E: -17	F: 2	G: 5	H: 0.4	I: -3.3	J: /
COc1cc2c(cc1OC)CN(C(=O)c1ccc3[nH]c(C)c(C)c3c1)CC2
  A: 1	B: -4	C: 4	D: 3	E: -17	F: -1	G: 2	H: -0.8	I: 0.3	J: 1
Cc1nn(C)cc1CN(C)C(=O)c1nn2c(c1Cl)NC(c1cccs1)CC2C(F)(F)F (stereo unspecified)
  A: -5	B: /	C: 3	D: 28	E: 0	F: 4	G: 1	H: 1.2	I: -1.7	J: 1
Cc1ccc(-n2ncc3c(=O)[nH]c(SC(C)C)nc32)cc1
  A: -12	B: -1	C: 3	D: -6	E: -13	F: -1	G: 10	H: 0.3	I: -3.6	J: /
CSC(C1CCCC1)n1nnc2ccccc21 (stereo unspecified)
  A: -1	B: -2	C: -9	D: -2	E: -1	F: 10	G: 2	H: 0.1	I: -0.7	J: -3
Cc1ccc(C(=O)Nc2nc(-c3cc(Cl)sc3Cl)cs2)cc1
  A: /	B: /	C: 1	D: -14	E: 1	F: -3	G: 4	H: 1.4	I: 1.0	J: -1
COc1ccc(C=O)cc1CSc1nnc(COc2cccc3cccnc23)o1
  A: -3	B: /	C: 4	D: 5	E: -32	F: 2	G: -1	H: -1.1	I: -0.1	J: 0
O=S(=O)(Nc1ccc(-c2nc3ccccc3o2)cc1)c1ccccc1
  A: 13	B: 11	C: 15	D: -5	E: -31	F: -1	G: 8	H: -6.4	I: -0.8	J: -7
CCc1ccccc1NC(=O)Nn1cnnc1
  A: 3	B: 4	C: -6	D: -6	E: -3	F: 0	G: -5	H: 1.7	I: -3.7	J: -1
Cc1cc(NC(=O)CCC(=O)N(c2ccc(C)c(F)c2)C(C(=O)NC2CCCC2)c2ccco2)no1 (stereo unspecified)
  A: -4	B: 0	C: -6	D: -5	E: 1	F: -2	G: 1	H: 0.0	I: 0.6	J: 5
O=C1CCNCCN1[C@H](CO)Cc1ccccc1
  A: 8	B: -1	C: 3	D: -13	E: -2	F: -7	G: 2	H: -0.4	I: 0.6	J: 5
C=CCOc1ccc(/C=N/NC(=O)C(C)Sc2ccccn2)cc1OC (stereo unspecified)
  A: -2	B: -3	C: 2	D: -6	E: -4	F: -1	G: -2	H: -0.3	I: -0.5	J: -4
CC(CN1CCCCC1)NC(=O)c1cccs1 (stereo unspecified)
  A: 12	B: 0	C: -12	D: -3	E: 6	F: -2	G: -1	H: -0.3	I: 0.3	J: -3

# 3 records picked at random from those above, as already listed:
# Assay codes – A = MITF act; B = Wnt bcat act; C = Tat transport; D = Rtt109 HAT inh; E = dFosB act; F = V-ATPase pHluor; G = RTF Ca sens act; H = CDK5 p35 inh; I = CAL PDZ FP-1; J = CAL PDZ FP-2
COc1ccc(S(=O)(=O)n2cnc3cc(C)c(C)cc32)cc1
  A: -4	B: /	C: 2	D: -15	E: 6	F: -1	G: 0	H: 1.1	I: 0.2	J: -1
COc1ccc(C2C(O)C(c3c[nH]c4ccccc34)=NN2C(=O)CCl)cc1 (stereo unspecified)
  A: -98	B: -11	C: -5	D: 21	E: -8	F: -4	G: -6	H: 0.1	I: 0.0	J: -5
O=S(=O)(Nc1ccc(-c2nc3ccccc3o2)cc1)c1ccccc1
  A: 13	B: 11	C: 15	D: -5	E: -31	F: -1	G: 8	H: -6.4	I: -0.8	J: -7
